OX1R antag: antagonists of human orexin 1 receptor; inhibition, % at 5 µM; hit rate 0.43% among 330,000; CHO/OX1R cells, Fluo-8 calcium fluorescence, orexin A;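 active = inhibition above its plate's threshold, mean inhibition of all tested compounds on the plate plus 3 SD, cut at about 37% in these data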;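 note: 0% = orexin A challenge wells and 100% = SB-334867-A antagonist wells; not every result past the cut was called active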
Target sequence (O43613 whole entry, looked up): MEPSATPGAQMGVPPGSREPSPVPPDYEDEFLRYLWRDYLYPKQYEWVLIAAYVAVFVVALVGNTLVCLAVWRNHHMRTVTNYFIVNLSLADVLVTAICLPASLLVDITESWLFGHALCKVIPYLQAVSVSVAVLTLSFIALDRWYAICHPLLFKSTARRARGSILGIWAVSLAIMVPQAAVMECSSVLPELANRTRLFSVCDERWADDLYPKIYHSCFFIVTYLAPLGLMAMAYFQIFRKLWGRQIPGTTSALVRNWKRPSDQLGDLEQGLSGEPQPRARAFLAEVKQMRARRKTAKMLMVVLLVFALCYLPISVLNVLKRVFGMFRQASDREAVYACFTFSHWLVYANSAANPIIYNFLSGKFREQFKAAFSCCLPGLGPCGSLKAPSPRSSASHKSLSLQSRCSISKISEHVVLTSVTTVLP
CHT allo act: human CHT allosteric activation. CHT-expressing cells, membrane potential dye, choline EC20; stronger effect = higher value; LV-AA mutant CHT in HEK293 cells. Q9GZV3. B-score at 10 µM. hit rate 0.49% among 310,000;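 active = initial fluorescence not abnormally high and integrated response B-score, plate-corrected, over 3 SD above library mean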
Target sequence (Q9GZV3 whole entry, looked up): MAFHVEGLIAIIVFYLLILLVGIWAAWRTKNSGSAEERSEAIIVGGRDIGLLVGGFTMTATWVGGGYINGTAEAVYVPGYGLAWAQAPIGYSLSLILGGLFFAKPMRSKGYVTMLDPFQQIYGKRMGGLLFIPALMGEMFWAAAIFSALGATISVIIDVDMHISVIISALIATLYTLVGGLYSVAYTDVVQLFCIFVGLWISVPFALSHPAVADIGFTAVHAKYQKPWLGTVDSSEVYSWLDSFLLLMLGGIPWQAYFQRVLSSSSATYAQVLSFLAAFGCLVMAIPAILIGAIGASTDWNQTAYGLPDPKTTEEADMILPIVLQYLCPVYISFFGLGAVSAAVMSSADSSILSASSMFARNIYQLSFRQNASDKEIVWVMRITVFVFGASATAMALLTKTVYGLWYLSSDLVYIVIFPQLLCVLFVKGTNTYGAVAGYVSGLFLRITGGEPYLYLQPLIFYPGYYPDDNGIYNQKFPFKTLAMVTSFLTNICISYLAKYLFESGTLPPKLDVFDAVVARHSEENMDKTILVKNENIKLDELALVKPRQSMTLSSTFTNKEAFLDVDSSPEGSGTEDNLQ
Starred values were filed as active, the others as inactive; i = inactive; . = no result given.

Results follow in this order: CHT allo act, OX1R antag
CCOC(=O)C1CCCN(C(=O)c2cc(-c3ccc(C)cc3)on2)C1 (stereo unspecified)
    i, -13
O=C(CNC(=O)c1ccccc1)Oc1ccc([N+](=O)[O-])cc1
    i, -4
O=C(Cc1cccs1)N[C@@H]1c2ccccc2CC[C@@H]1OCc1ccccc1
    ., -17
CC1(C)CC(=O)CC2(C1)NCC(c1ccccc1)c1c2[nH]c2ccccc12 (stereo unspecified)
    i, -21
O=C(NCC(c1ccco1)N1CCCC1)c1cc2ccccc2s1 (stereo unspecified)
    ., -23
O=C1/C(=C/c2ccccc2)N=C(N2CCOCC2)N1c1cccc(Cl)c1
    i, 3
CCN1CCN(CCCNC(=O)C2CCN(c3nnc(-n4cccc4)s3)CC2)CC1
    i, -2
CN=c1scc(-c2ccccc2F)n1/N=C(\C)c1cccnc1
    i, -20
CCOC(=O)C1CCCN(Cc2cc(=O)oc3cc(C)c(C(C)C)cc23)C1 (stereo unspecified)
    i, -35
Cc1nc(N2CCN(c3ccccn3)CC2)c2c(C)c(C(=O)Nc3ccc(F)cc3Cl)sc2n1
    i, -38
CC[C@H]1OC(=O)[C@H](C)[C@@H](O[C@H]2C[C@@](C)(OC)[C@@H](O)[C@H](C)O2)[C@H](C)[C@@H](O[C@@H]2O[C@H](C)C[C@H](N(C)C)[C@H]2O)[C@](C)(O)C[C@@H](C)[C@@H]2N[C@@H](COCCOC)O[C@H]([C@H]2C)[C@]1(C)O
    i, -13
CCOC(=O)c1ccc(NC(=O)CCNS(=O)(=O)c2cccs2)cc1
    i, -34
Cc1ccc(S(=O)(=O)Nc2ccccc2C(O)c2ccccc2)cc1 (stereo unspecified)
    i, -44
CCN(CC)C(=O)[C@H]1C[C@H](CC(=O)NCc2ccco2)C(=O)N2CCc3c([nH]c4cc(-c5ccco5)ccc34)[C@]12C
    ., -27
CCn1c(N)c(C(=O)N2CCOCC2)sc1=S
    i, -3
O=S(=O)(c1cccs1)N1CCC(CO)(Cc2cccc(F)c2)CC1
    i, -18
O=c1c(Cc2c(F)cccc2Cl)c(O)ccn1C1CCCCCC1
    i, -20
Nc1nonc1-n1nnc(C(=O)N/N=C/c2ccc(OCc3ccccc3)cc2)c1COc1ccc(F)cc1
    i, -4
C[C@]12CCC(=O)C=C1CC[C@@H]1[C@@H]2[C@@H](O)C[C@]2(C=O)[C@@H](C(=O)CO)CC[C@@H]12
    i, 10
O=c1c2sccc2nc(SCc2cc(=O)n3cc(Cl)ccc3n2)n1-c1ccc(F)cc1
    i, -23
COC(=O)Nc1nn(-c2ccc(OC)cc2)c(=O)c(C#N)c1C
    i, -1
CCOC(=O)c1c(NC(=O)CN2C(=O)NC(C)(c3ccc(OC(F)F)cc3)C2=O)sc(C)c1C (stereo unspecified)
    i, 26
Cc1ncc(CO)c(/C=N/Nc2ccc(C(F)(F)F)cn2)c1O
    i, -5
Cc1ccc(-c2cn3cc([N+](=O)[O-])ccc3n2)cc1
    i, -26
CN(C(=O)Cc1c[nH]c2ccccc12)C(C(=O)Nc1ccc2c(c1)OCO2)c1ccccc1 (stereo unspecified)
    i, -7
Cc1ccc2[nH]c(=O)c(CN(Cc3cccnc3)C(=O)c3ccncc3)cc2c1
    i, -10
Cc1nc2ccccc2c2oc(C(=O)NCC3CCCO3)cc12 (stereo unspecified)
    i, -14
COC(=O)c1cccc(NC(=O)Cc2ccsc2)c1
    i, -8
COc1ccc(/C=N\NC(=O)c2ccccc2Br)cc1COc1ccccc1
    i, -6
O=C(COC(=O)c1ccc2ncsc2c1)Nc1ccc(OC(F)(F)F)cc1
    ., 37*

Remaining list, next part.
Results follow in this order: CHT allo act, OX1R antag
CC(O)c1nc2ccccc2n1CCCOc1ccccc1 (stereo unspecified)
    i, -13
O=c1c(S(=O)(=O)c2ccc(Cl)cc2)cn(Cc2cccc(F)c2)c2ccc(F)cc12
    i, 0
CC1CN(S(=O)(=O)c2ccc(C(=O)N(CCCN(C)C)c3nc4cc5c(cc4s3)OCCO5)cc2)CC(C)O1 (stereo unspecified)
    i, -14
COc1ccc(S(=O)(=O)N2CCOCC2)cc1NC(=O)c1cc2c(s1)CCCC2
    i, -19
COc1ccc([C@H]2/C=C\CN(C(=O)C3CCCC3)[C@@H](C)C(=O)N2Cc2ccc(F)cc2)cc1
    i, -21
CCC(=O)Nc1sc2c(c1C(N)=O)CCN(Cc1ccccc1)C2
    i, -20
Cc1ccc(C(=O)Nc2ccc(S(=O)(=O)N3CCN(C)CC3)cc2)o1
    i, -28
COc1ccc(N2C(=O)CC(N3CCC(c4nc5ccccc5[nH]4)CC3)C2=O)cc1 (stereo unspecified)
    i, -4
CC(NC(=O)OCc1ccccc1)C(=O)NCC(=O)NC(Cc1ccc(OC(C)(C)C)cc1)C(=O)OC(C)(C)C (stereo unspecified)
    i, -49
CCOC(=O)COc1ccc(S(=O)(=O)NCc2ccco2)cc1
    i, -19
CC(NCC(=O)NC(=O)NC1CCCC1)c1ccc(Cl)cc1Cl (stereo unspecified)
    i, -30
CCOC(=O)C1CCCCN1Cc1cccc(Oc2ccccc2)c1 (stereo unspecified)
    i, -21
CNC(=S)Nc1ccc(OC(F)(F)F)cc1
    i, -3
Cc1cc(Br)cc(C=Nc2ccc(N3CCOCC3)cc2)c1O
    i, -22
Cc1ccc(NC(=O)C2=CN3CCS(=O)(=O)N=C3C=C2)cc1
    ., 11
Cc1ccc(NC2CCCN(C(=O)c3ccccn3)C2)cc1C (stereo unspecified)
    i, -14
COc1ccc(-c2c(-c3cc(OC)cc(OC)c3)n(C)c3ccc(-c4ccn[nH]4)cc23)cc1
    ., 5
C[C@@H]1CC=C[C@H]2[C@H]1C(=O)N(Cc1ccccc1)[C@H]2c1ccc(F)c(/C=C/c2ccccc2)c1
    i, -37
Cc1ccc(OCCN2C(=O)C(=O)c3cc(C)ccc32)cc1
    i, -17
O=C(CC12CC3CC(CC(Br)(C3)C1)C2)OCCN1CCCCC1
    i, 7
NC(=O)CC[C@@H]1NC(=O)[C@@H]2CCCN2C(=O)c2cc([N+](=O)[O-])cc(I)c2NCCC[C@@H](C(N)=O)NC1=O
    i, -5
COCCN1C(=O)N(c2ccc(OC)cc2)C(=O)C1CC(=O)Nc1cccc(F)c1 (stereo unspecified)
    i, .
CCc1cccc(NS(=O)(=O)c2ccc3c(c2)NC(=O)CO3)c1
    i, -12
CSC1=C(C#N)C(c2ccc(Cl)cc2)C2=C(CC(C)(C)CC2=O)N1 (stereo unspecified)
    i, -22
COC(=O)c1ccc(C2C(C(=O)Nc3ccc(C)cc3C)=C(C)Nc3ncnn32)cc1 (stereo unspecified)
    i, -28
CCN(CC)CCNC(=O)Cn1cnc2sc(C)c(S(=O)(=O)N3CCC(C)CC3)c2c1=O
    i, 0
Cc1ccc(CC(=O)NC2CCSC2=O)cc1 (stereo unspecified)
    i, -5
CCN(CC)CC(=O)Nc1ccc(Oc2ccc(NC(=O)CN(CC)CC)cc2)cc1
    i, -20
O=C(COC(=O)c1ccc(N2CCCC2=O)cc1)NCc1ccco1
    i, -8
CCOC(=O)N1CCN(C(=O)c2ccc3c(c2)NC(=O)/C(=C\c2cccc(C)c2)S3)CC1
    i, -38

More structures follow.
Results follow in this order: CHT allo act, OX1R antag
CN(CC(=O)Nc1ccc(N2CCOCC2)cc1)C(=O)c1cc2c(s1)CCCC2
    ., -16
Cc1cc(C(C)(C)C)cc(S(=O)(=O)NCCO)c1C
    i, -19
NC(=O)C1=C[C@@H](c2ccc3c(c2)OCO3)C[C@@H](OCCCCO)O1
    i, 44
CCCNC(=O)c1ccccc1NC(=O)CN(c1ccccc1)S(=O)(=O)N(C)C
    i, -21
COc1ccc(C(=O)C(CN2CCOCC2)c2ccccc2)cc1 (stereo unspecified)
    i, 3
COc1ccccc1NC(=O)Nc1ccncc1
    i, 0
C=CCNC(=O)COC(=O)CCC(=O)c1cccs1
    i, -3
COc1ccc([C@H]2Cc3cc(O)cc(O)c3C(=O)O2)cc1O
    ., 5
O=C(N/N=C/c1ccccc1O)/C(=C/c1ccccc1)CCO
    i, -17
CN(C)Cc1cc2ccccc2c2c1COC2
    i, -14
O=[N+]([O-])c1ccc(CSc2nnc(Cc3ccccc3)o2)cc1
    i, -22
CCN(CC)S(=O)(=O)c1cccc(C(=O)OCC(=O)NCCN2C(=O)CSC2=O)c1
    ., -6
Cc1ccc(CNC(=O)CCC2CCCN(Cc3cc4ccccc4o3)C2)o1 (stereo unspecified)
    i, -41
CC(=O)CC(=O)Nc1ccccc1NC(C)=O
    i, -5
Cn1c(CN2CCN(C(=O)c3ccccc3Cl)CC2)nc2cc([N+](=O)[O-])ccc21
    i, -15
Cc1c(CC(=O)O)c(=O)oc2c(C)c(OCc3nn[nH]n3)ccc12
    i, -10
COc1ccc(N(C(=O)Cn2nnc3ccccc32)C(C(=O)NCc2ccco2)c2ccncc2)cc1 (stereo unspecified)
    i, -28
Cc1ccc(NC(=O)NC2CCCN2S(=O)(=O)c2ccc(Cl)cc2)cc1 (stereo unspecified)
    i, 3
O=C1CSCN1c1cc(Cl)ccc1Cl
    i, -6
NC(=NC(=O)c1ccccc1)N1CCN(C(c2ccccc2)c2ccccc2)CC1
    i, -20
COC(C(=O)Nc1ccc(Br)cc1F)c1ccccc1 (stereo unspecified)
    i, -17
COc1ccc(S(=O)(=O)N(CC(=O)NCc2ccco2)c2ccc(F)cc2)cc1
    i, -32
CCc1nnc(NC(=O)CCC(=O)NCc2ccc(OC)cc2)s1
    i, 2
O=C(CSc1ccc(Cl)cc1)N/N=C/c1cccnc1
    i, -17
COc1ccc(C)cc1NC(=O)CN1C(=O)COc2ccc(S(=O)(=O)N3CCC(C)CC3)cc21
    i, -23
O=C1Nc2ccc(S(=O)(=O)N3CCCC3C(=O)O)c3cccc1c23 (stereo unspecified)
    i, -10
Cc1ccc(S(=O)(=O)ON2C(=O)c3ccccc3C2=O)c(C)c1
    i, -3
Cn1c(=O)c2c(nc(CN3CCOCC3)n2CCCO)n(C)c1=O
    i, -5
COc1ccc(NC(=O)CC(NCc2ccccn2)C(=O)O)cc1 (stereo unspecified)
    i, -5
O=C(CC1C(=O)N(c2ccccc2)C(=S)N1c1ccccc1)c1ccccc1 (stereo unspecified)
    i, -22

Other records
Results follow in this order: CHT allo act, OX1R antag
COc1cc(S(=O)(=O)N2CCN3CCCC3C2)ccc1-n1cnnn1 (stereo unspecified)
    i, -11
COc1ccc(OCC(=O)NNC(=O)Nc2cccc(Cl)c2)cc1
    i, .
COc1ccc(Cl)cc1C(=O)NNC(=S)NC(=O)c1cc(-c2ccccc2)nc2ccccc12
    i, 2
Cc1cc(N2C(=O)C3CC=CCC3C2=O)cc(C)c1Br (stereo unspecified)
    i, -22
Cc1cccc(NCC(=O)N/N=C\c2ccc[nH]2)c1
    i, -16
CNC(=S)N1N=C(c2ccc(Br)cc2)CC1c1ccc(N(C)C)cc1 (stereo unspecified)
    i, -26
O=C(NCc1ccc(Cl)cc1)c1ccccc1CCc1ccccc1
    i, -20
c1ccc2c(c1)nc(Nc1ccc(N3CCCCC3)cc1)c1nncn12
    i, -23
COCC(=O)Nc1ccc(Nc2ccccc2)cc1
    i, -7
COc1ccccc1OCC(=O)NNC(=O)C1CCN(c2ncnc3sc(C)c(C)c23)CC1
    ., -4
Cn1c(CN2CCN(C(=O)c3ccc(F)cc3)CC2)nc2cc([N+](=O)[O-])ccc21
    i, 0
CCOc1ccc(C2=CC(c3ccccc3)n3ncnc3N2)cc1 (stereo unspecified)
    i, -23
O=C(Nc1ccccc1)c1ccc(-n2cnnn2)cc1
    i, -18
COC(=O)CCCC1=CC2=CC(=O)C(C)(OC(=O)c3cccs3)C(=O)C2=CN1CC1CC1 (stereo unspecified)
    i, 9
Cc1cc2cc(CN3C(=O)c4ccccc4C3=O)ccc2[nH]1
    i, -26
Cc1sc(NC(=O)Nc2ccccc2)c(C(N)=O)c1C
    i, -16
O=C(Nc1ccccn1)[C@@H]1CCC(=O)N1C(=O)OCc1ccccc1
    i, -11
CCOc1cc(C(=S)N2CCOCC2)ccc1OC(=O)c1cccc(C)c1
    i, 6
CN(C)C(C)(C)/C=C/C(O)(c1ccccc1)c1ccccc1
    i, -11
CSc1nc2ccc(S(=O)(=O)N3CCCCC3)cc2s1
    i, -17
CCCc1nnc(NC(=O)c2ccc(N3C(=O)C4C5C=CC(C5)C4C3=O)cc2)s1 (stereo unspecified)
    i, -13
O=c1c2ccccc2ncn1-c1ccccc1[N+](=O)[O-]
    i, 0
Cc1ccc(OCC(=O)N/N=C\c2c(C)[nH]n(-c3ccccc3)c2=O)c([N+](=O)[O-])c1
    i, -15
O=C1c2ccccc2NC2(CCCC2)N1N=C1CCCC1
    i, 10
Cc1cccc(C)c1NC(=O)c1sccc1SCC#N
    i, -17

Grouped by structure: the compounds so far containing an NH in an aromatic ring.
Results follow in this order: CHT allo act, OX1R antag
CC1(C)CC(=O)CC2(C1)NCC(c1ccccc1)c1c2[nH]c2ccccc12 (stereo unspecified)
    i, -21
CCN(CC)C(=O)[C@H]1C[C@H](CC(=O)NCc2ccco2)C(=O)N2CCc3c([nH]c4cc(-c5ccco5)ccc34)[C@]12C
    ., -27
CN(C(=O)Cc1c[nH]c2ccccc12)C(C(=O)Nc1ccc2c(c1)OCO2)c1ccccc1 (stereo unspecified)
    i, -7
Cc1ccc2[nH]c(=O)c(CN(Cc3cccnc3)C(=O)c3ccncc3)cc2c1
    i, -10
COc1ccc(N2C(=O)CC(N3CCC(c4nc5ccccc5[nH]4)CC3)C2=O)cc1 (stereo unspecified)
    i, -4
COc1ccc(-c2c(-c3cc(OC)cc(OC)c3)n(C)c3ccc(-c4ccn[nH]4)cc23)cc1
    ., 5
Cc1c(CC(=O)O)c(=O)oc2c(C)c(OCc3nn[nH]n3)ccc12
    i, -10
Cc1cccc(NCC(=O)N/N=C\c2ccc[nH]2)c1
    i, -16
Cc1cc2cc(CN3C(=O)c4ccccc4C3=O)ccc2[nH]1
    i, -26
Cc1ccc(OCC(=O)N/N=C\c2c(C)[nH]n(-c3ccccc3)c2=O)c([N+](=O)[O-])c1
    i, -15
